From PubChem
AID364 – cytotoxicity toward Jurkat T cells, primary screen, cell-based, Jurkat E6.1, NIH starter set (AID 364) | Jurkat E6.1 viability, ATP luminescence, 48 h; higher % means a stronger effect | one-dose inhibition, % at 4 µM; CC50 in µM for titrated hits | 3,300 tested, 2% active;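 active = concentration giving half-maximal inhibition at or below 20 micromolar; inactive = half-maximal concentration above 20 micromolar, or not dose tested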;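 note: 100% = cells treated with 4 µM doxorubicin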
HT29 cell growth-1 – HT29 colon tumor cell growth inhibition, primary screen, imaging, high content imaging, 24 h, CellTiter-Glo (AID 770); HT29 cell number by imaging, 24 h; hits give high values; growth inhibition, % at 10 µM; 3,300 tested, under 10 active;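 active = growth inhibition above 90% in viable cell count at a single dose; inactive = growth inhibition below 90%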
HT29 cell growth-2 – HT29 colon tumor cell growth inhibition, primary screen, imaging, high content imaging, 48 h, CellTiter-Glo (AID 771) | 3,300 tested, 2% active | growth inhibition, % at 10 µM | HT29 cell growth, HCS imaging cell count, 48 h; hits give high values;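 active = growth inhibition above 90%, meaning viable cell count by imaging cut by more than 90% versus vehicle controls; inactive = growth inhibition below 90%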;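 note: percent fewer viable cells counted by imaging than vehicle controls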
A549 NSCLC growth – A549 NSCLC cell proliferation inhibitors – ATP luminescence, human non-small cell lung line, primary screen (AID 371); A549 growth inhibition, ATP luminescence; hits give high values; growth inhibition, % at 10 µM; 3,300 tested, 8.4% active;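 active = mean growth inhibition over the two runs of 50% or more; inactive = mean growth inhibition under 50%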;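 note: compound exposure lasted 72 h before the ATP read; 0% = untreated cell signal and 100% = no luminescence left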
AID772 – HT29 colon tumor cell growth inhibition, primary screen, imaging, high content imaging, 72 h, CellTiter-Glo (AID 772) | 3,300 tested, 0.6% active | growth inhibition, % at 10 µM | HT29 cell growth, HCS imaging cell count, 72 h; hits give high values;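 active = growth inhibition above 90%, meaning viable cell count cut by more than 90% versus vehicle controls; inactive = growth inhibition below 90%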
HT29 cell growth-1 condensed nuclei – further read-out of HT29 cell growth-1, marked with its call; condensed nuclei, %; measured here: percent cells with condensed nuclei;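 share of cells whose nuclear area falls below control median minus 1.5 SD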
HT29 cell growth-1 ATP viability – second read-out of HT29 cell growth-1, no call of its own (marks repeat the call); growth inhibition, %; measured here: ATP CellTiter-Glo viability
HT29 cell growth-2 condensed nuclei – second read-out of HT29 cell growth-2, no call of its own (marks repeat the call); condensed nuclei, %; measured here: percent cells with condensed nuclei;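 condensed means Hoechst nuclear area under control median minus 1.5 SD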
AID772 condensed nuclei – second read-out of AID772, no call of its own (marks repeat the call); condensed nuclei, %; measured here: percent cells with condensed nuclei;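 condensed means nuclear area below control median minus 1.5 SD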
AID772 second – also measured in AID772; calls as there; growth inhibition, %; measured here: ATP CellTiter-Glo viability
* marks the source's active call; other numbers are inactive results.

Start of the data: the first 2 compounds (preview)
SMILES	AID364	HT29 cell growth-1	HT29 cell growth-1 condensed nuclei	HT29 cell growth-1 ATP viability	HT29 cell growth-2	HT29 cell growth-2 condensed nuclei	A549 NSCLC growth	AID772	AID772 condensed nuclei	AID772 second
C[C@@H]1C[C@H]2[C@@H]3C[C@H](F)C4=CC(=O)C=C[C@]4(C)[C@@]3(F)[C@@H](O)C[C@]2(C)[C@@]1(O)C(=O)COC(=O)C(C)(C)C	17.5%	30.6	1.9	-7.5	-9.8	3.5	23.1	-4.5	6.5	7.3
CCn1cc(C(=O)O)c(=O)c2cc(F)c(N3CCNCC3)nc21	0.6%	-2.4	6.9	9.2	-63.0	3.2	-0.2	-8.0	3.2	-7.3

This part in full, repeating the preview:
SMILES	AID364	HT29 cell growth-1	HT29 cell growth-1 condensed nuclei	HT29 cell growth-1 ATP viability	HT29 cell growth-2	HT29 cell growth-2 condensed nuclei	A549 NSCLC growth	AID772	AID772 condensed nuclei	AID772 second
C[C@@H]1C[C@H]2[C@@H]3C[C@H](F)C4=CC(=O)C=C[C@]4(C)[C@@]3(F)[C@@H](O)C[C@]2(C)[C@@]1(O)C(=O)COC(=O)C(C)(C)C	17.5%	30.6	1.9	-7.5	-9.8	3.5	23.1	-4.5	6.5	7.3
CCn1cc(C(=O)O)c(=O)c2cc(F)c(N3CCNCC3)nc21	0.6%	-2.4	6.9	9.2	-63.0	3.2	-0.2	-8.0	3.2	-7.3
CCCCOc1ccc(CC(=O)NO)cc1	3.2%	-14.2	1.8	-14.7	9.5	2.6	11.8	9.3	1.1	-1.6

Pulled by structure from the entries so far:
SMILES	AID364	HT29 cell growth-1	HT29 cell growth-1 condensed nuclei	HT29 cell growth-1 ATP viability	HT29 cell growth-2	HT29 cell growth-2 condensed nuclei	A549 NSCLC growth	AID772	AID772 condensed nuclei	AID772 second
CCn1cc(C(=O)O)c(=O)c2cc(F)c(N3CCNCC3)nc21	0.6%	-2.4	6.9	9.2	-63.0	3.2	-0.2	-8.0	3.2	-7.3
C[C@@H]1C[C@H]2[C@@H]3C[C@H](F)C4=CC(=O)C=C[C@]4(C)[C@@]3(F)[C@@H](O)C[C@]2(C)[C@@]1(O)C(=O)COC(=O)C(C)(C)C	17.5%	30.6	1.9	-7.5	-9.8	3.5	23.1	-4.5	6.5	7.3

Some of the compounds tested; count on the stated rates, not on these rows.
